# JMJD2A Tudor inh: inhibitors of human JMJD2A Tudor domain; O75164; AlphaScreen JMJD2A-Tudor / H3K4me3 peptide binding; Potency, µM (series often up to 114 µM), inactives show top-dose activity change, negative = inhibition, most hits filed as inhibitors; 390,000 compounds, 4.4% hits; AID 504339; note: potency is the fitted concentration of half-maximal effect; % is set by controls: 0 for no effect and ±100 for the full control effect; nearly all actives have a fitted effect of over 50% in size
# Pol eta inh: blocks human DNA polymerase eta activity. Q9Y253. recombinant Pol eta, fluorescent DNA replication assay. Potency, µM (highest dose often 114 µM), without a hit: at the top dose activity change, negative = inhibition, hits mostly inhibitors. 390,000 compounds, 1.2% hits; note: potency is the fitted concentration of half-maximal effect; % is set by controls: 0 for no effect and ±100 for the full control effect
#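 Pol eta (10 nM) was preincubated with compounds for 15 min at room temperature, after which fluorescent replication substrate (50 nM final) was added to start the reaction. Fluorescence was read kinetically at 0 and 10 min.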
# HP1b chromo inh: inhibitors of HP1-beta chromodomain binding to methylated histone tails. P83916. AlphaScreen HP1-beta / biotin-H3K9me3 peptide binding. Potency, µM (titrated, usually from 114 µM), for inactives: at the highest dose activity change, negative = inhibition, hits mostly inhibitors. 390,000 compounds, 0.56% hits; note: potency is the fitted concentration of half-maximal effect; nearly all actives have a fitted effect of over 70% in size; inactives centre near 23
# Target sequence (P83916 whole entry, looked up): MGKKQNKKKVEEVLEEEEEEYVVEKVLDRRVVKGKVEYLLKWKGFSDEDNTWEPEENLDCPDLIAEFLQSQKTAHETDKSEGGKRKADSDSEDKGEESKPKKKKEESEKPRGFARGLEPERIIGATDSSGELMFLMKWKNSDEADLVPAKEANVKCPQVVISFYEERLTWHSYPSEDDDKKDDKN
#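 Compound inhibition of the preformed complex between 50 nM HP1-beta and 50 nM biotinylated H3K9me3 peptide was read by AlphaScreen. Buffer was PBS pH 7.4 with 0.01% Tween-20. Incubations ran 30 min at room temperature, with 10 ug/mL donor/acceptor beads.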
# GLS inh: inhibitors of human glutaminase (GLS); O94925; GLS enzymatic activity, qHTS titration; Potency, µM (series often up to 45.5 µM), for inactives: at the top dose activity change, negative = inhibition, most hits filed as inhibitors; 410,000 compounds, 0.21% hits; AID 624170; note: potency is the fitted concentration of half-maximal effect; % is set by controls: 0 for no effect and ±100 for the full control effect
#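 Compounds were pin-transferred onto hKGA, after which L-glutamine (1 mM solution) and a detection mix of glutamate oxidase, HRP and Amplex Red were added. Initial and 30 min RT fluorescence reads were collected.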
# Tb PGK inh: inhibitors of T. brucei phosphoglycerate kinase. PGK/GAPDH coupled, Kinase-Glo luminescence, 60 min. P07378. 380,000 compounds, 0.043% hits. Potency, µM (doses to about 57.5 µM), inactives show at the highest dose activity change, negative = inhibition, hits mostly inhibitors; note: potency is the fitted concentration of half-maximal effect; % is set by controls: 0 for no effect and ±100 for the full control effect; nearly all actives have a fitted effect of over 60% in size
#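 Luminescent ATP detection (Kinase-Glo Plus) follows a 60-minute room-temperature incubation, with wells lacking PGK as controls. Buffer: 100 mM TEA (pH 7.6), 5 mM MgCl2, 0.01% Tween-20. Coupling enzyme GAPDH (100 nM final) supplies unstable 1,3-BPG in-well.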
# G9a block: G9a (human) methyltransferase inhibition; Q96KQ7; G9a H3K9 monomethylation, AlphaScreen, 2 h; Potency, µM (series often up to 102 µM), without a hit: top-dose activity, negative = inhibition, usual class: inhibitors; 350,000 compounds, 8.8% hits; note: potency is the fitted concentration of half-maximal effect; % is set by controls: 0 for no effect and ±100 for the full control effect; nearly all actives have a fitted effect of over 75% in size
# Target sequence (Q96KQ7 913-1193 limits assumed): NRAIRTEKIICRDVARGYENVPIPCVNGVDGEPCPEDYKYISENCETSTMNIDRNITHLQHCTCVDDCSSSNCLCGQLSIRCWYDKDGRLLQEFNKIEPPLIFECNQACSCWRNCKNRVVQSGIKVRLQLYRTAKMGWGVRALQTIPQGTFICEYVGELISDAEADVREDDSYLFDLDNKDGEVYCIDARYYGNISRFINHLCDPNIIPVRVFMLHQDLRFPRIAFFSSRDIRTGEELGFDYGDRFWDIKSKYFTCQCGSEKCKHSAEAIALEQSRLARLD
#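 G9a (20 nM) was preincubated 15 min with compound, then reacted 2 h at room temperature with 500 nM biotin-H3K9 peptide and 20 µM SAM. Monomethyl-H3K9 detected by AlphaScreen using anti-H3K9me1 antibody.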
# BAZ2B block: inhibitors of human BAZ2B bromodomain; Q9UIF8; AlphaScreen BAZ2B-H3K14Ac peptide displacement; Potency, µM (top dose mostly 114 µM), for the others: at the highest dose activity change, negative = inhibition, usual class: inhibitors; 360,000 compounds, 4.4% hits; note: potency is the fitted concentration of half-maximal effect; % is set by controls: 0 for no effect and ±100 for the full control effect; nearly all actives have a fitted effect of over 60% in size
#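 Protein-peptide AlphaScreen: BAZ2B 50 nM, b-H3K14Ac 50 nM, 1x PBS pH 7.4 + 0.01% Tween-20. Preincubation 30 min RT; cpd 30 min RT (top 110 uM); beads 20 min RT, light-protected.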
# PI4K2A inh: inhibitors of human PI4K2A; AID 1346378; 420,000 compounds, 0.13% hits; activity change, negative = inhibition, % at 76.9 µM; purified PI4K2A, ADP-Glo luminescence, 1 h; stronger effect = lower value; Q9BTU6; in the data active = activity change below about -50%; inconclusive = mostly about -30% to -49%;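 note: -100% = wells without enzyme as full effect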
#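 ADP-Glo luminescence measured ADP generated by PI4K2A enzyme (4 ug/mL before mixing) with 1.2 mM PI substrate (pre-mix) and 300 microM ATP (pre-mix). Tris pH7.5 buffer with MgCl2, Triton X-100; 1 h reaction at ambient temperature.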
# Pin1 inh: inhibitors of human Pin1. Q13526. Pin1 FP peptide displacement, HiFluor488, 10 min. Potency, µM (top dose mostly 115 µM), without a hit: at the top dose activity, negative = inhibition, actives largely listed as inhibitors. 390,000 compounds, 0.009% hits. AID 504891; active = well fitted inhibition curve with a large enough effect in the polarisation, with a control signal flat, not every such curve was filed as active; inconclusive = small, poorly fitted or top-dose-only effect, or effect the other way, or a change in a side signal; inactive = no such curve, though single readings can be large or run the other way; the % refers to the polarisation; note: potency is the fitted concentration of half-maximal effect; % is set by controls: 0 for no effect and ±100 for the full control effect
# Target sequence (Q13526 whole entry, looked up): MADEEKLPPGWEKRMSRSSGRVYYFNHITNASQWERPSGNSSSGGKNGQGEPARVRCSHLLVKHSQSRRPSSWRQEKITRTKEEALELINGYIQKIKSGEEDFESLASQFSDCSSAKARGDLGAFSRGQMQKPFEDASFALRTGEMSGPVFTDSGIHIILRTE
# Starred values were filed as active, the others as inactive; i = inactive; ? = inconclusive; nt = not tested or not shown; & = joins results of further samples; [ ] = dose if it differs, or a comment. Unless noted, calls come from the whole dose curve; as a rule, active = well fitted curve in the direction sought with a large enough effect; inconclusive = small, poorly fitted or top-dose-only effect, or another doubt; inactive = no such curve, though single readings can be large; an effect the other way counts as inactive or inconclusive. Some of the compounds tested (hit frequency here may not be typical).
SMILES,JMJD2A Tudor inh,Pol eta inh,HP1b chromo inh,GLS inh,Tb PGK inh,G9a block,BAZ2B block,PI4K2A inh,Pin1 inh
Nc1cc(=O)[nH]n1C1CCN(c2ccccc2)CC1,-16%,5%,30%,33%[activator],-1%,-39%[12.7 µM],-35%,2,1%
Cc1ccc(NC(=O)c2ccc(S(=O)(=O)N3CC(C)CC(C)C3)cc2)cc1S(=O)(=O)N1CCOCC1 (centres undefined),-18%,-3%,22%,5%,-8%,nt,nt,-7,4%
COc1cc(NC(=O)CSCc2ccc(Cl)cc2Cl)c(C(=O)O)cc1OC,-13%,10%,18%,0%,-4%,nt,-5%,2,0%
CCC1=NN2C(=N)/C(=C/c3ccc(OS(=O)(=O)c4ccc(C)cc4)c(OC)c3)C(=O)N=C2S1,-30%,?,-17%,18%,0%,-6%,-2%,-2,-24%
CCn1c(C)cc(C(=O)COC(=O)c2ccccc2[N+](=O)[O-])c1C,45µM*,-19%,?,3%,?,nt,nt,?,-3%
CCC(CC)c1nnc(NC(=O)CCS(=O)(=O)Cc2ccccc2)s1,-14%,-1%,6%,3%,-1%,18µM*,1%,1,6%
CCCCN1C(N)=NC[C@@H]1Cc1ccccc1,-6%,-4%,47%[activator],-4%,-7%,nt,nt,-2,1%
Cc1cc(C)c2nc3nc(C)c(C)cc3c(N)c2c1,-2%,-20%,12%,-5%,3%,50µM*,-24%,-6,0%
CCCCOc1ccc(-c2nnn(CCC(=O)N3CCOCC3)n2)cc1,-9%,-7%,20%,9%,nt,5%,-1%,3,-7%
COc1cc2cc(CN(CCO)S(=O)(=O)c3ccccc3Cl)c(=O)[nH]c2cc1OC,-15%,-5%,29%,-4%,-5%,12%,10%,2,5%
COc1ccc(-c2cc(C(F)(F)F)nc(NCc3ccc(Cl)cc3)n2)cc1,85%[activator],-20%,137%[activator],-12%,-1%,85%[activator][59 µM],112%[activator],-7,?
Cc1[nH]c(=O)[nH]c(=O)c1S(=O)(=O)N(C)Cc1ccccc1,-1%,-6%,24%,5%,23%,?,-2%,2,-10%
CCN1CCN(c2nc3c(c(=O)[nH]c(=O)n3C)n2Cc2ccccc2F)CC1,-4%,1%,43%[activator],1%,5%,-46%,-31%,1,3%
Cc1nn(C(=O)c2ccco2)c(C)c1Sc1ccc(Cl)cc1,1%,-18%,62%[activator],-5%,-4%,52%[activator][59 µM],26%,-5,-4%
COC(=O)COc1ccc(NS(=O)(=O)c2cccc([N+](=O)[O-])c2)cc1,?,-22%,-21%,28%,-1%,nt,-10%,0,-2%
O=C(Nc1ccccc1N1CCOCC1)c1cc(=O)[nH]c2ccccc12,-31%,-1%,34%,0%,-2%,-10%[12.7 µM],-1%,1,3%
CCCCNC(=S)N(C)/N=C/c1ccc(OCC(=O)Nc2c(C)cc(C)cc2C)c(OC)c1,-4%,-1%,21%,-2%,-3%,-7%[59 µM],-8%,-3,14%
CCOc1ccc(NC(=O)CSc2ncnc3c2sc2ccccc23)cc1,-14%&-12%,-25%&-2%,33%&8%,-4%&7%,-2%,9%[59 µM],1%&13%,9&4,-1%&-3%
COc1ccc(OC)c(NC(=O)COc2ccc(S(=O)(=O)NC(C)C)cc2)c1,-9%,1%,5%,21%,-9%,7%[12.7 µM],-4%,2,4%
Fc1ccc(Oc2nc(-c3ccccc3)nnc2C(F)(F)F)cc1,31%,-11%,53%[activator],-1%,0%,10%,1%,3,1%
CSc1ccc(S(=O)(=O)NCc2ccccc2C)cc1,-11%[11.4 µM],-5%,5%,8%,-8%,38%,-3%,-1,-5%
Cc1ccc(OCc2cc(C(=O)N3CC4C[C@@H]5CC3C[C@H](C4)C5)no2)cc1C,-4%,-20%,26%,9%,-7%,34%,7%,-2,20%
Cc1ccc(C)c(NC(=O)CNC(=O)N2CC(=O)Nc3ccccc32)c1,-3%,13%,65%[activator],5%,0%,26%,-4%[57.1 µM],5,-4%
CCCc1cnc2c(c1SCc1cccc(C)c1)c(=O)n(C)c(=O)n2C,3%,-4%,44%[activator],-2%,i,?,25%,0,-1%
CCCS(=O)(=O)N1CCCC(C(=O)N2CCCCC2)C1 (centres undefined),-30%,-10%,16%,2%,-8%,-9%,-11%,3,-2%
COC(=O)C1C(=O)C2=C(CC1C)NC(=O)CC2c1cccc(C)c1 (centres undefined),-18%[11.4 µM],-22%,-10%,2%,-3%,0%,8%,2,-4%
CC(C)=CCC/C(C)=C/CNC(=O)C[C@H]1C[C@H](C(=O)N2CCOCC2)[C@@]2(CCC3CCCC3)c3[nH]c4cc(CCC(=O)N(C)C)ccc4c3CCN2C1=O,?,-25%,30%,-7%,-5%,nt,nt,2,1%
CN1CCOc2ccc(S(=O)(=O)N3CCN(S(=O)(=O)c4c(F)cccc4F)CC3)cc21,-14%,nt,nt,nt,nt,8%[12.7 µM],13%,nt,2%
COc1ccc(C(O)Cn2cc([N+](=O)[O-])nc2C)cc1 (centres undefined),-16%,-18%,9%,3%,i,nt,-1%,3,-7%
CCN1CNC(=S)N(c2cccc(C)c2)C1,-13%,-3%,58%[activator],-7%,-7%,nt,2%,1,5%
CCCCCCCCCCCCS(=O)(=O)CCC(=O)O,10%,-22%,28%,8%,12%,-4%,-14%,-4,-7%
CC1(C)CC(=O)c2cc(C(=O)Nc3ccccc3Cl)c(=O)n(-c3ccc(Cl)cc3)c2C1,?,-2%,-15%,8%,-5%,4%[59 µM],-1%,-2,2%
Nc1nonc1-n1nnc(C(=O)N/N=C/c2cc(Br)cs2)c1-c1ccccc1,-16%,-6%,46%[activator],-3%,-8%,-8%,1%,8,5%
Cc1ccc(C2=NN(C(=O)CCl)C(c3cccs3)C2)o1 (centres undefined),-13%,-21%,24%,-7%,1%,13µM*,-10%,3,-4%
CCSC1=C(C#N)C(c2ccc(C)s2)CC(=O)N1 (centres undefined),-9%,-9%,15%,0%,nt,-8%,6%,-9,-1%
OCCN(Cc1ccccc1)Cc1ccccc1O,?,8%,79µM*,14%,-7%,10µM*,56µM*,-6,-3%
CC(C(=O)Nc1cccc([N+](=O)[O-])c1)N1C(=O)NC2(CCCC2)C1=O (centres undefined),1%,-15%,15%,0%,-5%,-10%,-21%,4,4%
Cc1ccc(C)c(NC(=O)CCC(=O)NNC(=S)Nc2ccccc2)c1,0%,-8%,54%[activator],11%,-5%,50µM*,-14%,-8,-1%
COc1cc(S(=O)(=O)N(Cc2cccs2)CC2CCCO2)ccc1-n1cnnn1 (centres undefined),3%,1%,30%,-8%,nt,-12%,5%,-2,0%
O=C1CCCN1S(=O)(=O)c1ccc(F)cc1,4%,-7%,25%,-8%,-4%,9%,13%,3,4%
CSc1nsc(SCC(=O)Nc2ccccc2C(=O)O)n1,?,-19%,36%,-4%,-8%,7.9µM*,?,-1,-4%
c1ccc2nc3c(nc2c1)CCc1nonc1-3,-8%,-19%,23%,-1%,1%,16%[59 µM],3%,-1,-4%
C=C(C)C(=O)Nc1cccc(C2=NOC3(C2)C[C@@H](C(N)=O)N(C(=O)C2(C)CC2)C3)c1 (some centres undefined),2.2µM*,3.2µM*,2.5µM*,28µM*,?,?,1.6µM*,-6,nt
CCOc1c(Cl)cc(CNCC(C)C)cc1OC,0%,-7%,37%,-1%,-7%,9%[12.7 µM],15%,7,-9%
COCCNc1nc(-c2cc(-c3ccc(Cl)cc3)on2)cc(C(C)C)n1,40%[activator],?,101%[activator],-3%,4%,-1%[12.7 µM],16%,-1,?
O/N=C/Cc1[nH]c2ccccc2c1-c1ccccc1,?,-19%,18%,-4%,-3%,-7%[2.33 µM],-22%,8,-1%
Cc1nnc2sc(-c3ccc(-c4ccc(Cl)c(C(F)(F)F)c4)o3)nn12,?,?,14%,?,-5%,50µM*,9%,-5,5%
CCc1ccc(S(=O)(=O)Nc2cccc(-c3ccc4nncn4n3)c2)s1,-9%,-4%,30%,7%,-8%,-10%,3%,-6,44%[activator]
CC(C)(C)c1cc(NC(=O)c2cccs2)no1,-5%,-9%,27%,-3%,-1%,nt,nt,-5,5%
c1ccc(CCc2nc(-c3ccccc3)no2)cc1,151%[activator],-4%,178%[activator],13%,-7%,3%[0.0925 µM],80%[activator],-1,-10%
CCN(Cc1ccncc1)Cc1cn(C)nc1-c1ccc(Oc2ccccc2)cc1,-10%,-12%,29%,1%,-3%,-6%,-23%,-4,1%

# Single records (already shown).
# Results for CC(C)(C)c1cc(NC(=O)c2cccs2)no1 → JMJD2A Tudor inh = -5%; Pol eta inh = -9%; HP1b chromo inh = 27%; GLS inh = -3%; Tb PGK inh = -1%; G9a block = nt; BAZ2B block = nt; PI4K2A inh = -5; Pin1 inh = 5%
# Results for O/N=C/Cc1[nH]c2ccccc2c1-c1ccccc1 → JMJD2A Tudor inh = ?; Pol eta inh = -19%; HP1b chromo inh = 18%; GLS inh = -4%; Tb PGK inh = -3%; G9a block = -7%[2.33 µM]; BAZ2B block = -22%; PI4K2A inh = 8; Pin1 inh = -1%

# Bioassay records deposited in PubChem by National Center for Advancing Translational Sciences (NCATS).
